Screening data from PubChem.
ARNT TACC3 PPI = disrupts binding between human ARNT and TACC3 | Q9Y6A5 | AlphaScreen His-ARNT PAS-B/GST-TACC3 binding, luminescence; TACC3 fragment carries E629A point mutation | inhibition, % at 9.99 µM | actives 0.66% (n = 390,000) | AID 623870;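 active = mean inhibition of replicates at least 50% and at least half of replicates each reaching 50%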;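 note: 0% = complete ARNT plus TACC3 wells and 100% = ARNT alone without TACC3; many hits fall short of the cut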
PAX8 inh HTS = PAX8 transcriptional activity inhibition. AID 652154. actives 1.2% (n = 360,000). inhibition, % at 12.6 µM. RMG-I TPO-luciferase reporter, SteadyGlo, 24 h;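 active = mean replicate inhibition at least 60% with every replicate also reaching 60%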;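 note: luciferase light reporting Pax8 driven TPO promoter activity; plate controls were median of neutral control wells for no effect and mitoxantrone controls for full effect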
PGC1a acetyl inh = modulators of PGC1a acetylation; actives 0.17% (n = 350,000); AID 651687; inhibition, % at 15.6 µM; U2OS PGC1a acetylation, AlphaScreen anti-acetyl-lysine; with virally co-expressed GCN5 acetyltransferase;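 active = every replicate shows inhibition of at least 40%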;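 note: 0% = neutral control wells and 100% = positive control wells; some results beyond the cut were filed as inactive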
Starred values were filed as active, the others as inactive; · = not tested or not shown. Only part of the results is shown; the hit share may differ from the screen's.

Compound,ARNT TACC3 PPI,PAX8 inh HTS,PGC1a acetyl inh
C=CCOC(=O)C1=C(C)Nc2nc3ccccc3n2C1c1ccncc1 (configuration not stated),-1,·,·
COc1cccc2c1NC(C(=O)O)C1CC=CC21 (configuration not stated),-12,·,·
c1nc(NCCN2CCOCC2)c2c3c(sc2n1)CCCCC3,-1,·,·
FC(F)(F)c1nc(-c2cccs2)ncc1-c1nnnn1-c1ccc(Cl)cc1,-3,·,·
Cn1c(NCc2c(O)ccc3ccccc23)nc2ccccc21,7,·,·
Cc1c(C)c2cc3c4c(oc3c(C)c2oc1=O)CCCC4,-4,·,·
Cc1cc2[nH]ncc2cc1NC(=S)NC(=O)c1ccccc1,0,·,·
Cc1nc(CNS(=O)(=O)c2ccc3c(c2)OCCO3)cs1,7,·,·
Cc1ccc(-c2noc(CSc3nnnn3-c3ccccc3)n2)cc1,4,·,·
CCCCCCCC(=O)NNC(=O)c1ccc([N+](=O)[O-])cc1,-9,·,·
Cc1ccc(-c2noc(CC(c3ccccc3)c3ccccc3)n2)cc1,-6,·,·
Cc1cc(CNC(=O)Cc2c(F)cccc2Cl)nn1C,-4,·,·
COc1cc(/C=N\NC(=O)Cn2nnc3ccccc32)cc(OC)c1OC,·,·,-4
COC(=O)C1=C(O)/C(=C\c2ccc(CNC(=O)C(=O)Nc3ccc(C)cc3)o2)N=C1C,·,·,9
O=C(NC[C@@H]1CC[C@@H]2[C@@H](CN2S(=O)(=O)c2ccccc2[N+](=O)[O-])O1)c1cnccn1,·,·,13
O=C(NC[C@@H]1CC[C@@H]2[C@@H](CN2S(=O)(=O)c2ccccc2[N+](=O)[O-])O1)Nc1ccccc1,·,·,13

Shown with two lines to a compound: 4 of the compounds above.
Below each compound: ARNT TACC3 PPI | PAX8 inh HTS | PGC1a acetyl inh
COc1cc(/C=N\NC(=O)Cn2nnc3ccccc32)cc(OC)c1OC
  · | · | -4
COC(=O)C1=C(O)/C(=C\c2ccc(CNC(=O)C(=O)Nc3ccc(C)cc3)o2)N=C1C
  · | · | 9
O=C(NC[C@@H]1CC[C@@H]2[C@@H](CN2S(=O)(=O)c2ccccc2[N+](=O)[O-])O1)c1cnccn1
  · | · | 13
O=C(NC[C@@H]1CC[C@@H]2[C@@H](CN2S(=O)(=O)c2ccccc2[N+](=O)[O-])O1)Nc1ccccc1
  · | · | 13

Additional compounds follow.
Compound,ARNT TACC3 PPI,PAX8 inh HTS,PGC1a acetyl inh
COCC(=O)N[C@H]1C[C@@H]2O[C@@H](CO)CC[C@@H]2O[C@@H]1CCc1ccc(-c2ccccc2)cc1,·,·,4
Cc1cc(C)c(NC(=O)CC(C)(C)C)c(Cl)c1,·,·,-3
Cn1nc([N+](=O)[O-])nc1Sc1ccc(C(C)(C)C)cc1,·,·,-6
O=C(O)c1ccccc1N/N=C\c1ccnc2ccccc12,·,·,4
O=C(NCc1ccco1)c1cc(S(=O)(=O)N2CCOCC2)c(Cl)cc1Cl,·,·,3
COCC#Cc1ccc(CC[C@H]2O[C@H]3CC[C@@H](CO)O[C@H]3C[C@H]2n2cc(C3CC3)nn2)cc1,·,·,-8
Cc1cccc(NC(=S)NC(=O)/C=C/c2ccco2)n1,·,·,-5
O=C(NC(Cc1ccccc1)C(=O)O)/C(=C\c1ccco1)NC(=O)c1ccc(Br)cc1 (configuration not stated),·,·,-3
COc1ccc2c3c(n(C)c2c1)[C@H](CO)N(C(=O)Nc1ccccc1F)CC31CN(C(C)=O)C1,·,·,-7
COC(=O)C(Cc1ccc(OC(=O)c2ccc(C)cc2)cc1)N1Cc2ccccc2C1=O (configuration not stated),·,·,-5
Cc1sc(NC(=O)c2cc(-c3ccc(Cl)cc3)nc3ccccc23)c(C(N)=O)c1C,·,·,-2
CCOC(=O)c1sc(N)c(C#N)c1CSc1nc2ccc(C)cc2[nH]1,·,·,-12
Cc1cccc(N2CCN(c3cc(C)nc4nnnn34)CC2C)c1 (configuration not stated),·,·,21
O=C(c1ccccc1)c1sc(N2CCCCCC2)nc1-c1ccccc1,·,·,-29
CC(C)CCn1c(=O)c2ccccc2c2ccccc2c1=O,·,·,0
CCN(CC)c1ncnc2sc3c(c12)CCC3,·,·,4
CCC(=O)N[C@@H]1C[C@@H]2O[C@@H](CO)CC[C@@H]2O[C@@H]1CCc1ccc(-c2cccc(OC)c2)cc1,·,·,-4
CC(=O)N[C@@H]1C[C@@H]2O[C@H](CO)CC[C@@H]2O[C@@H]1CCc1ccc(C#CC2(O)CCCC2)cc1,·,·,8
C=CCSc1nc(-c2ccccc2)c2cc(Cl)ccc2n1,·,·,-14
CC1(C)Cc2c(C#N)c(SCC(=O)c3ccccc3)nc(N3CCOCC3)c2CO1,·,·,11
CN(C)CC(=O)N[C@@H]1C[C@@H]2O[C@@H](CO)CC[C@@H]2O[C@@H]1CCc1ccc(C2=CCCCC2)cc1,·,·,-11
CC(=O)N/C(=C/c1ccc(Cl)cc1)C(=O)NCCc1c[nH]c2ccccc12,·,·,-7
Cc1nc(-c2ccccc2)sc1C(=O)CSc1ccc(Br)cc1,·,·,6
CCN1C(=O)c2cccc3c(S(=O)(=O)NCc4ccccn4)ccc1c23,·,·,-2
CC(=O)N[C@H]1C[C@@H]2O[C@@H](CO)CC[C@@H]2O[C@@H]1CCc1ccc(-c2ccc(F)cc2)cc1,·,·,-12
O=C(NC[C@H]1CC[C@H]2[C@H](CN2C(=O)C2CC2)O1)c1cnccn1,·,·,6
CCCc1[nH]n(-c2ccc([N+](=O)[O-])cc2)c(=O)c1C=NCCc1c[nH]c2ccccc12,·,·,20
CCCn1cc(S(=O)(=O)CC(=O)NC2CCCCC2)c2ccccc21,·,·,3
CS(=O)(=O)c1ccccc1-c1nc(-c2cc(C(F)(F)F)cc(C(F)(F)F)c2)no1,·,·,1
CC(=O)/C=C\c1cn(-c2ncc(C(F)(F)F)cc2Cl)c2ccccc12,·,·,11
CCOC(=O)n1c(=O)n(Cc2ccc(Cl)c(Cl)c2)c2ccccc21,·,·,1
COc1cccc(CNS(=O)(=O)c2cn(C)cn2)c1,·,·,-11
COc1ccc(C(=O)n2nc(-c3ccccc3)nc2N)cc1OC,·,·,-1
O=c1oc2cc(Cl)ccc2n1CSc1nc2ccccc2s1,·,·,-26
Cc1ccccc1-c1ccccc1[C@H]1[C@@H](C#N)N(C(=O)c2ccccc2)[C@@H]1CO,·,·,-31
CCOc1ccc(OCC)c(NC(=O)c2ccc(CNc3c(N4CCOCC4)c(=O)c3=O)cc2)c1,·,·,-15
O=C(NC[C@H]1CC[C@@H]2[C@@H](CN2S(=O)(=O)c2ccccc2[N+](=O)[O-])O1)Nc1ccccc1,·,·,-2
O=C(NC[C@H]1CC[C@H]2[C@H](CN2Cc2cc(-c3ccccc3)on2)O1)c1ccc2c(c1)OCO2,·,·,-2
O=C1OCCC1Sc1nc2cc(Cl)ccc2n1Cc1ccccc1 (configuration not stated),·,·,-6
CC(=O)c1c(C)c2c(n1CCN(C)C)CCCC2,·,·,-1
N#Cc1ccc(C23CC4(C2)[C@H](CN(Cc2ccc(C(F)(F)F)cc2)[C@@H]4c2ccccc2)C3c2ccc(C(F)(F)F)cc2)cc1 (some centres not stated),·,12,·
CS(=O)(=O)N[C@@H]1C[C@@H]2O[C@H](CO)CC[C@@H]2O[C@@H]1CCc1ccc(-c2ccccc2F)cc1,·,8,·
O=C1CCCC2=C1[C@@]1(O[C@H]3C=CC=CN23)C(=O)N(c2ccccc2)c2ccccc21,·,-1,·
COc1cccc(-c2ccc(CC[C@H]3O[C@H]4CC[C@H](CO)O[C@H]4C[C@H]3NS(C)(=O)=O)cc2)c1,·,-14,·
O=C(CN1C(=O)NC2(CCc3ccccc32)C1=O)Nc1cc(C(F)(F)F)ccc1N1CCOCC1 (configuration not stated),·,2,·
C=CCNC(=S)NCc1cccnc1,·,-7,·
Cc1ccc(NC(=O)CSCC(=O)N(C)CC(=O)Nc2c(C)cccc2C)cc1,·,1,·
COC(=O)[C@]12CCCCC=C1N(Cc1ccco1)C(=O)[C@H](CC(=O)NCc1cccs1)C2,·,4,·
COC(=O)c1c(NC(=O)CCCC(=O)O)sc2c1CCCCC2,·,-119,·
Cc1cc2nc(-c3ccco3)c(Cc3cccc(Cl)c3)n2c(C)c1Br,·,20,·
CN(CC(=O)N1CCc2[nH]c3ccc(F)cc3c2C1)CC1OCCO1,·,10,·
COC(=O)/C=C1\OC(C2CC2)c2ccccc21 (configuration not stated),·,-17,·
Cc1occc1-c1nnc(SCc2cc(=O)n3cc(Br)ccc3n2)n1C,·,-6,·
COc1cc(C23CCCN(CCC(C(C)(C)C)C2)C32OCCO2)cc(OC)c1OC (configuration not stated),·,3,·
CCOc1cc(OCC)cc(C(=O)N2CCC[C@@H]2C(=O)N2CCC[C@H]2C(=O)NCc2ccccc2)c1,·,8,·
CCc1ccc(-c2nc(CN3CCC(C(=O)NCc4ccco4)CC3)c(C)o2)cc1,·,-3,·

(cont.)
Compound,ARNT TACC3 PPI,PAX8 inh HTS,PGC1a acetyl inh
COC(=O)C1=C(C)N(Cc2cccc(C(F)(F)F)c2)C(=NCc2ccc(C(F)(F)F)cc2)NC1c1cccc(F)c1 (configuration not stated),·,74*,·
Cc1ccc(C=C2C=C(c3ccccc3)OC2=O)cc1,·,-181,·
CC(C)c1csc(CN2CCC(C(=O)Nc3cccc(-c4ccco4)c3)CC2)n1,·,20,·
COc1ccccc1CNC(=O)C1CCN(Cc2nc(-c3ccc(Cl)cc3)oc2C)CC1,·,8,·
CCOc1ccc(Nc2oc(-c3ccccc3Cl)nc2C#N)cc1,·,9,·
COc1ccc2nc3n(c(=O)c2c1)-c1cc(Cl)ccc1C(=O)NC3Cc1ccccc1 (configuration not stated),·,22,·
COC(=O)c1cc2c(c3c4cc(OC)ccc4n(S(=O)(=O)c4ccc(OC)cc4)c13)C(=O)N(C1CCCCC1)C2,·,17,·
O=S(=O)(Nc1cc(Sc2cccc3cccnc23)c(O)c2ccccc12)c1ccccc1,·,105*,·
CC(C)C[C@H]1CNC(=O)C(=O)N1C[C@@H]1CCCN1C[C@H](Cc1ccccc1)N1C[C@H](CC(C)C)N(CC2CCCCC2)C(=O)C1=O,·,0,·
COC(=O)c1cc2c(c3c4ccccc4n(S(=O)(=O)c4ccc(OC)cc4)c13)C(=O)N(Cc1ccc(C(F)(F)F)cc1)C2,·,10,·
COc1cc(OC)c(/C=N/NC(=O)c2ccc(Cn3nc([N+](=O)[O-])cc3C)cc2)c(OC)c1,·,11,·
CCCCc1cc2c(cn1)=C(OC(=O)c1cnc3ccccc3n1)C(C)(OC(=O)CC)C(=O)C=2 (configuration not stated),·,5,·
CC(=O)N1N=C(c2ccccc2OC(=O)/C=C/c2ccccc2)CC1c1ccccc1 (configuration not stated),·,3,·
Oc1c(C=Nc2cccc3nsnc23)ccc2ccccc12,·,26,·
Oc1ccc2ccccc2c1C=Nc1ccc(N2CCOCC2)cc1,·,16,·
CCOC(=O)Nc1ccc2c(CN3C(=O)NC(CC)(CC)C3=O)cc(=O)oc2c1,·,4,·
CCOc1ccc2nc(NC(=O)CN3CCN(c4ccccn4)CC3)sc2c1,·,-8,·
CN(C)C(=O)c1cccc(-c2csc(N3CCC(C(N)=O)CC3)n2)c1,·,-120,·
CC(=O)Nc1ccc(S(=O)(=O)NC(C)C(=O)OCC(=O)NC2CCCC2)cc1 (configuration not stated),·,-5,·
C[C@@H](Oc1ccccc1)c1nnn(Cc2ccccc2)c1-c1c([C@@H](C)Oc2ccccc2)nnn1Cc1ccccc1,·,27,·
CCNC(=O)O[C@@H]1C=C[C@@H](C#Cc2ccc(C(C)(C)C)cc2)O[C@@H]1COC(C)=O,·,12,·
COC(=O)C1=C(C)N(Cc2ccccc2C(F)(F)F)C(=NCc2ccc3c(c2)OCO3)NC1c1ccccc1C(F)(F)F (configuration not stated),·,19,·
CC1(C)CC2(CCO1)C(Nc1ccccc1)=NC(=S)N2c1ccccc1 (configuration not stated),·,-10,·
COC(=O)C1(C(=O)OC)C/C=C\CCN(S(=O)(=O)c2ccccc2[N+](=O)[O-])CC1,·,1,·
CSCCC(c1nc2ccccc2[nH]1)n1c(=O)c(-c2cccnc2)nc2ccccc21 (configuration not stated),·,12,·
Cc1ccc(NC(=S)N2CCN(C)CC2)c(C)c1,·,5,·
CCN(CC)c1ccc(NC(=O)COC(=O)COc2ccccc2[N+](=O)[O-])cc1,·,43,·

In a second layout: entries from further up
SMILES: COC(=O)C1(C(=O)OC)C/C=C\CCN(S(=O)(=O)c2ccccc2[N+](=O)[O-])CC1
  ARNT TACC3 PPI: ·
  PAX8 inh HTS: 1
  PGC1a acetyl inh: ·

SMILES: CSCCC(c1nc2ccccc2[nH]1)n1c(=O)c(-c2cccnc2)nc2ccccc21 (configuration not stated)
  ARNT TACC3 PPI: ·
  PAX8 inh HTS: 12
  PGC1a acetyl inh: ·

SMILES: Cc1ccc(NC(=S)N2CCN(C)CC2)c(C)c1
  ARNT TACC3 PPI: ·
  PAX8 inh HTS: 5
  PGC1a acetyl inh: ·

SMILES: CCN(CC)c1ccc(NC(=O)COC(=O)COc2ccccc2[N+](=O)[O-])cc1
  ARNT TACC3 PPI: ·
  PAX8 inh HTS: 43
  PGC1a acetyl inh: ·
